Screens (PubChem)
RXFP1 antagonist: qHTS Assay for Antagonists of the Relaxin Receptor RXFP1. HEK293-RXFP1, relaxin-stimulated cAMP HTRF, 30 min; hits give low values. activity change, negative = inhibition, % at 57.5 µM. 350,000 tested, 0.59% active. AID 1259400, 2018;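 active = activity change of -60% or lower, but not beyond a set lower limit; inconclusive = change between -60% and -40%, or beyond the set limit; inactive = change above -40%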; note: % is set by controls: 0 for no effect and ±100 for the full control effect
POLK inh: qHTS for Inhibitors of Polymerase Kappa; purified Pol kappa, fluorescent DNA synthesis assay, 10 min; AID 588579, 2011; Potency, µM (highest dose often 107 µM), inactives show at the top dose activity, negative = inhibition, most hits filed as inhibitors; DNA polymerase kappa (Homo sapiens), Q9UBT6; 400,000 tested, 0.53% active; note: potency is the fitted concentration of half-maximal effect; % is set by controls: 0 for no effect and ±100 for the full control effect
Target sequence (Q9UBT6 whole entry, looked up): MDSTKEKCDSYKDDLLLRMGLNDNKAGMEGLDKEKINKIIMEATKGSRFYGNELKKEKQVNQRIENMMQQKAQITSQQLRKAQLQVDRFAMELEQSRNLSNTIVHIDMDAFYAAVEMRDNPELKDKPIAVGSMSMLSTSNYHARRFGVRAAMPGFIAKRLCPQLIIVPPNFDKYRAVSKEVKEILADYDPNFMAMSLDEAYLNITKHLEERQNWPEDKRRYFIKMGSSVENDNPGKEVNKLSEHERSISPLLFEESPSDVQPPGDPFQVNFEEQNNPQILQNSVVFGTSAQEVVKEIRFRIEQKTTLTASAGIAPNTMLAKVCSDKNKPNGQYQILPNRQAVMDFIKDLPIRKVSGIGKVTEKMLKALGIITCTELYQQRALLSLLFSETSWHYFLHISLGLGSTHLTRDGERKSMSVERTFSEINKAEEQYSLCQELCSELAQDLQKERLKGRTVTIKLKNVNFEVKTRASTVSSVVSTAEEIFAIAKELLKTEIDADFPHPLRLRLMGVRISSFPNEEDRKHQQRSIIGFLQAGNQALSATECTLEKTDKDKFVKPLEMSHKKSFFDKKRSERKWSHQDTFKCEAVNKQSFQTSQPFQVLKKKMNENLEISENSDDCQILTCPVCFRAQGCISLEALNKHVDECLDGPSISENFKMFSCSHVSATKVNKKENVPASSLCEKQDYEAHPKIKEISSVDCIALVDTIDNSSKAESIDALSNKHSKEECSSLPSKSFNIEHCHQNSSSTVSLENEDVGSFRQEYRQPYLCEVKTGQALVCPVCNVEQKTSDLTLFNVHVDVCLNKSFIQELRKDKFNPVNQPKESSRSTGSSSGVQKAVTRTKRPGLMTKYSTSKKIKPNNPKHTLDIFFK
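Readout: fluorescence, taken kinetically at 0 and 10 min. Conditions: 10 nM Pol kappa, 15 min RT compound preincubation, 50 nM substrate final. Controls: enzyme-free buffer wells.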
BLM inh: qHTS Assay for Inhibitors of Bloom's syndrome helicase (BLM); RecQ-like DNA helicase BLM (Homo sapiens), P54132; recombinant BLM DNA unwinding, fluorescence dequenching; Potency, µM (highest dose often 56.1 µM), inactives show top-dose activity change, negative = inhibition, usual class: inhibitors; 350,000 tested, 0.2% active; AID 2528, 2010;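 note: potency is the fitted concentration of half-maximal effect; plate controls were vehicle for no effect and no enzyme for full effect; nearly all actives have a fitted effect of over 35% in size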
Anesthetic bind: qHTS Assay for Identification of Novel General Anesthetics; 350,000 tested, 0.074% active; Potency, µM (doses to about 77.5 µM), for inactives: at the highest dose activity change, negative = displacement, hits mostly inhibitors; apoferritin/1-aminoanthracene competitive binding, fluorescence; note: potency is the fitted concentration of half-maximal effect; % is set by controls: 0 for no effect and ±100 for the full control effect; nearly all actives have a fitted effect of over 20% in size
Target sequence (P02791 2-175 limits assumed): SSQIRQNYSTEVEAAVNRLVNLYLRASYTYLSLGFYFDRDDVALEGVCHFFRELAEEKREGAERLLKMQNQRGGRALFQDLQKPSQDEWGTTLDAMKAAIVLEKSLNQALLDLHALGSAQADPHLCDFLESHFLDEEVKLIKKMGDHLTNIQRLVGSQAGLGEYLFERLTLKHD
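Concentration-response curves derived by four-parameter Hill fitting of normalized fluorescence, where compounds displaced 1-AMA from 10 uM horse apoferritin following a brief 10 min room-temperature incubation; propofol titration acted as positive control.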
Pol beta inh: qHTS Assay for Inhibitors of DNA Polymerase Beta | 340,000 tested, 1.3% active | P06746 | Potency, µM (series often up to 114 µM), for inactives: top-dose activity change, negative = inhibition, hits mostly inhibitors | Pol beta primer extension/strand displacement, fluorescence kinetic; note: potency is the fitted concentration of half-maximal effect; % is set by controls: 0 for no effect and ±100 for the full control effect
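10 nM enzyme + cpd, 15 min RT; start with substrate 50 nM final; read 0 min and after 10 min RT. Corrected, normalized data; 4-parameter Hill curve fit.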
Pol iota inh: qHTS for Inhibitors of Polymerase Iota; Pol iota fluorescent replication assay, 10 min; DNA polymerase iota (Homo sapiens), Q9UNA4; 390,000 tested, 1% active; Potency, µM (doses to about 115 µM), for the others: at the highest dose activity, negative = inhibition, usual class: inhibitors; note: potency is the fitted concentration of half-maximal effect
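Fluorescent replication assay read twice, at 0 min and 10 min after adding 50 nM (final) substrate. Enzyme (10 nM) and compounds were first incubated 15 min at room temperature; enzyme-free buffer wells were negative controls.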
Pol eta inh: qHTS for Inhibitors of Polymerase Eta. DNA polymerase eta (Homo sapiens), Q9Y253. recombinant Pol eta, fluorescent DNA replication assay. Potency, µM (top dose mostly 114 µM), inactives show top-dose activity change, negative = inhibition, hits mostly inhibitors. 390,000 tested, 1.2% active. AID 588591, 2011; note: potency is the fitted concentration of half-maximal effect; % is set by controls: 0 for no effect and ±100 for the full control effect
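Pol eta (10 nM) was preincubated with compounds for 15 min at room temperature, after which fluorescent replication substrate (50 nM final) was added to start the reaction. Fluorescence was read kinetically at 0 and 10 min.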
Tb PGK inh: qHTS Assay to Find Inhibitors of Phosphoglycerate Kinase. 380,000 tested, 0.043% active. Potency, µM (series often up to 57.5 µM), inactives show top-dose activity change, negative = inhibition, actives largely listed as inhibitors. PGK/GAPDH coupled, Kinase-Glo luminescence, 60 min. AID 602233, 2012; note: potency is the fitted concentration of half-maximal effect; % is set by controls: 0 for no effect and ±100 for the full control effect; nearly all actives have a fitted effect of over 60% in size
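Recombinant glycosomal PGK reaction used 1,3-bisphosphoglycerate generated in-well by GAPDH (100nM final) in 100mM TEA pH 7.6, 5mM MgCl2, 0.01% Tween-20. After 60 minutes at room temperature, ATP was read by Kinase-Glo Plus luminescence end-point.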
APE1 inh: qHTS Assay for Inhibitors of the Human Apurinic/apyrimidinic Endonuclease 1 (APE1). DNA repair nuclease/redox regulator APEX1 (Homo sapiens), P27695. recombinant APE1, TAMRA/BHQ-2 abasic DNA cleavage fluorescence. Potency, µM (highest dose often 65.8 µM), without a hit: top-dose activity change, negative = inhibition, hits mostly inhibitors. 350,000 tested, 0.35% active;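 note: potency is the fitted concentration of half-maximal effect; plate controls were vehicle for no effect and reference inhibitor for full effect; nearly all actives have a fitted effect of over 55% in size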
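Kinetic fluorescence read (525 ex/598 em nm, three reads 60 s apart) of AP-site incision; signal = third minus first read. Enzyme 0.75 nM, dual-labelled THF duplex 50 nM, compound preincubation 15 min RT.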
The depositor's hits bear a star; i = inactive; ? = inconclusive; . = no result given; & = joins results of further samples; [ ] = dose if it differs, or a comment. Unless noted, calls come from the whole dose curve; as a rule, active = well fitted curve in the direction sought with a large enough effect; inconclusive = small, poorly fitted or top-dose-only effect, or another doubt; inactive = no such curve, though single readings can be large; an effect the other way counts as inactive or inconclusive. An excerpt, so the mix of outcomes need not match the whole.

Preview:
smiles	RXFP1 antagonist	POLK inh	BLM inh	Anesthetic bind	Pol beta inh	Pol iota inh	Pol eta inh	Tb PGK inh	APE1 inh
Cc1ccccc1-c1nnc(NC(=O)c2ccc(N3C(=O)CCC3=O)cc2)s1	-2.7	4.4%	1.3%	-0.3%	3.0%	-10.1%	-4.8%	-7.2%	9.8%
O=C(Nn1cnc2ccccc2c1=O)c1cccc(Cl)c1	-5.2	1.7%	-2.7%	-7.5%	44.2%	69.7%[activator]	-8.1%	-1.5%	-7.2%
CCOCCCNC(=O)c1ccc(Cn2c(=S)[nH]c3c([nH]c4ccc(OC)cc43)c2=O)cc1	-36.0	-8.5%	-13.5%	1.3%	-17.5%	-20.1%	-7.7%	-3.4%	-5.5%

Results, from the start:
smiles	RXFP1 antagonist	POLK inh	BLM inh	Anesthetic bind	Pol beta inh	Pol iota inh	Pol eta inh	Tb PGK inh	APE1 inh
Cc1ccccc1-c1nnc(NC(=O)c2ccc(N3C(=O)CCC3=O)cc2)s1	-2.7	4.4%	1.3%	-0.3%	3.0%	-10.1%	-4.8%	-7.2%	9.8%
O=C(Nn1cnc2ccccc2c1=O)c1cccc(Cl)c1	-5.2	1.7%	-2.7%	-7.5%	44.2%	69.7%[activator]	-8.1%	-1.5%	-7.2%
CCOCCCNC(=O)c1ccc(Cn2c(=S)[nH]c3c([nH]c4ccc(OC)cc43)c2=O)cc1	-36.0	-8.5%	-13.5%	1.3%	-17.5%	-20.1%	-7.7%	-3.4%	-5.5%
Cc1ccc(NC(=O)CCN2C(=O)c3ccccc3S2(=O)=O)cc1C	-6.9	-2.5%	.	.	.	12.4%	-23.7%	4.4%	9.7%
CCNC(=O)NC(=O)CSc1nc2ccccc2n1CCOC	3.7	-6.3%	4.8%	-5.0%	4.2%	14.0%	-6.3%	-11.4%	-6.4%
Cn1cnnc1SCc1ccc(C(=O)N/N=C(/CCC(=O)O)c2ccc(C(C)(C)C)cc2)cc1	-8.1	-9.0%	.	.	.	55.4%[activator]	-13.9%	-2.4%	.
CN(C)/C=C/C(=O)c1ccc(F)cc1F	-3.0	3.4%	-6.5%	-12.5%	1.7%	-6.6%	-24.6%	i	-0.1%
COc1cc(C(=O)c2nccc3cc(OC)c(OC)cc23)c([N+](=O)[O-])cc1OC	-9.7	-14.0%	-19.3%	?	7.5%	110.1%[activator]	-27.3%	-1.4%	-7.9%
CCN(CC)S(=O)(=O)c1ccc2c(c1)N(CC(=O)N1CCN(c3ccccc3F)CC1)C(=O)CO2	.	-2.9%	-2.4%	100.5%[activator]	39.8%	-5.5%	-4.1%	-4.5%	.
Cc1c(-n2c(SCC(=O)O)nnc2-c2ccccc2Cl)c(=O)n(-c2ccccc2)n1C	-11.0	0.8%	-11.9%	-1.7%	-1.5%	-15.7%	-11.4%	3.4%	6.2%
Cc1cc(OCc2ccc(C(=O)Nc3ccc(C(=O)O)cc3)o2)ccc1Cl	-11.4	-2.7%	2.3%	0.8%	?	-29.7%	?	i	36.8%
COc1ccc(CNC(=O)CCc2c(C)c3cc4c(C)c(C)oc4cc3oc2=O)cc1OC	2.0	-17.9%	-15.1%	3.8%	1.58µM*	-15.6%	-17.4%	-6.9%	.
CC(NCCOc1ccccc1F)C(=O)Nc1ccc(S(N)(=O)=O)cc1 (stereo not given)	-0.2	-3.5%	1.1%	2.8%	-8.1%	13.9%	-1.5%	-0.2%	38.7%
COc1ccccc1CNS(=O)(=O)c1cc(C(=O)Nc2cccc(C(F)(F)F)c2)ccc1F	6.0	-9.8%[60.1 µM]	-13.7%	?	26.0%	-8.5%	-0.5%	-15.9%	.
O=C(/C=C/Nc1cccc(C(F)(F)F)c1)c1ccco1	4.4	-16.6%	-7.2%	?	-7.6%	-0.7%	-2.1%	-0.1%	-1.4%
CCCn1nc(NC(=O)c2ccco2)c2cc3cc(C)ccc3nc21	0.9	-8.8%	-6.1%	26.6%	-10.8%	40.3%[activator]	-1.6%	-4.2%	?
COc1cccc(Cn2c(=O)n(-c3ccc(Br)cc3F)c(=O)c3sc4ccccc4c32)c1	.	-1.4%	-7.7%	2.2%	1.8%	14.9%	-23.0%	8.2%	.
Cc1cc(S(=O)(=O)NC(C)c2nnc3ccccn23)ccc1Br (stereo not given)	3.1	-17.2%	.	.	.	16.8%	-20.1%	-3.0%	12.0%
CCOC(=O)C1CCN(C(=O)C2CCN(S(=O)(=O)c3cccc4cccnc34)CC2)CC1	.	.	0.7%	-13.5%	25.1%	.	.	.	-3.9%
CC(=O)C1=C(C)Nc2ncnn2C1c1ccc(F)cc1 (stereo not given)	-0.9	-15.6%	0.6%	-13.8%	10.8%	-17.2%	-15.4%	-6.2%	-0.4%
CC(C)(C)NC(=O)CSc1nnc(NC(=O)c2ccccc2Cl)s1	2.6	-12.5%	-4.5%	-6.3%	1.4%	-12.3%	-6.0%	-4.5%	1.1%
CC1CCC(NC(=O)CSc2nnnn2C)CC1 (stereo not given)	-1.0	-1.4%	.	.	.	-16.7%	-6.7%	-12.6%	-0.7%
Cc1cc(C(=O)CSc2nnnn2C)c(C)n1CCc1ccc(F)cc1	-4.3	-7.1%	-1.4%	-13.0%	-20.4%	21.9%	-16.5%	-2.5%	?
CCS(=O)(=O)N1CCC(C(=O)Oc2ccccc2OC)CC1	-0.7	1.4%	-0.8%	-7.8%	?	22.5%	-11.0%	-5.8%	-0.9%
COc1ccccc1/C=C(/C(=O)OCC(=O)N(C)Cc1ccccc1)c1ccccc1	-6.2	-6.8%	-6.5%	?	10.3%	-3.8%	?	-6.1%	7.3%
O=C(O)c1ccccc1-c1ccccc1C(=O)Nc1ccc(F)cc1	0.2	-3.0%	0.2%	13.3%	-1.1%	105.1%[activator]	7.0%	-1.8%	-7.7%
NC(=O)Cn1c(=O)n(C2CCCCC2)c(=O)c2c3c(sc21)CCCCC3	-4.2	-17.5%	4.2%	-15.2%	0.1%	32.8%[activator]	-2.4%	-3.3%	2.0%
CCOc1ccc(C2C(C#N)=C(N)Oc3n[nH]c(C)c32)cc1OC(=O)C1CC1 (stereo not given)	-7.0	-12.9%	-4.3%	-21.2%	0.5%	?	9.5%	i	25.8%
O=C(NCc1ccc(OC(F)(F)F)cc1)C1CC(c2c(Cl)cccc2Cl)=NO1 (stereo not given)	.	-18.0%	-9.2%	-11.9%	9.9%	13.8%	?	-8.6%	-6.6%
COc1ccc(NC(=O)[C@@H]2CC=C[C@@H]3CCN(C4CCCCC4)C(=O)[C@@H]32)cc1	.	-3.5%&3.8%	.	.	.	-25.5%&35.4%	-8.3%	4.7%	.
O=[N+]([O-])c1ccc(Nc2ccccc2)c2nonc12	2.0	3.7%	-13.8%	-12.6%	4.6%	10.0%	-14.1%	-7.1%	14.7%
CCOC(=O)C1=C(O)CCn2c1nc1ccccc12	-16.9	-1.4%	0.4%	0.3%	7.8%	-4.4%	-7.9%	i	4.2%
COC(=O)c1ccc(/C=N/N2CCN(Cc3ccccc3)CC2)cc1	-10.0	-0.1%	-1.7%	-7.4%	-27.8%	17.3%	-18.9%	-4.9%	-2.6%
O=C(N/N=C/c1cc2c(cc1Cl)OCO2)c1ccccn1	-3.9	-2.5%	.	.	.	5.8%	-6.6%	.	.
CCOC(=O)C1CCN(C(=O)CCNC(=O)c2cc(OC)c(OC)c(OC)c2)CC1	19.4	-8.5%	-0.2%	-5.6%	27.8%	5.1%[58.9 µM]	-0.5%	-5.6%	-5.4%
CNC(=O)Nc1cc(NC(=O)NC)cc(C(F)(F)F)c1	-6.5	-3.5%	0.0%	5.4%	45.7%	7.1%[58.9 µM]	-7.5%	3.1%	9.4%
CCCCC(=O)OCc1c(-c2cccc(OC)c2)ncc2ccccc12	.	6.1%	.	.	.	19.1%	-13.5%	i	23.1%
Cn1ccnc1C(=O)c1cc(SCC(=O)NC2CC2)nc2ccccc12	4.1	-1.5%	-1.0%	-1.5%	-0.9%	17.3%	-17.1%	12.6%	-1.9%
COc1ccc2nc(SCCOC(=O)Nc3ccc(Cl)cc3)nc(C)c2c1	2.9	-9.4%	-5.9%	-1.3%	-6.1%	-20.1%	-2.4%	i	3.5%
O=C(COc1ccc(F)c(Cl)c1)Nc1ccc(N2CCOCC2)cc1	-8.2	3.3%	.	.	.	-12.8%	-17.4%	-10.0%	0.4%
O=c1[nH]c2ccc(Cl)cc2c(=O)n1Cc1ccco1	-6.7	-3.3%	-3.9%	3.5%	?	15.8%	-13.5%	-3.9%	-0.2%
COc1ccc(CN2CCNC(=O)C2CC(=O)N(C)Cc2ccon2)c(F)c1 (stereo not given)	-4.9	-3.3%	0.2%	-7.1%	21.3%	22.4%	-14.1%	2.4%	-6.4%
CCOc1cc(S(=O)(=O)N2CCN(CC)CC2)ccc1Cl	-4.5	-9.6%	3.0%	-4.5%	2.6%	9.0%	-18.0%	-4.3%	-4.0%
CCc1ccc(NC(=O)C2CCN(S(=O)(=O)c3c(C)[nH]c(=O)[nH]c3=O)CC2)cc1	14.8	-12.8%	1.5%	-13.2%	27.6%	-29.1%	-2.5%	4.9%	-3.5%
O=C1NC(=O)/C(=C\c2cn(CC(=O)N3CCOCC3)c3ccccc23)S1	-17.5	-5.3%	0.9%	-0.5%	16.8%	33.9%[activator]	-17.6%	-9.0%	-3.3%
